# KOR beta-arrestin-1 – kappa opioid receptor blockers – cell-based, luminescence, uHTS (AID 1778) | KOR beta-arrestin recruitment, luminescence, antagonist mode; higher % means a stronger effect | inhibition, % at 10 µM, or IC50 in µM where a hit was titrated | 290,000 compounds, 0.091% hits; note: strong numbers were not always called active
# Myeloid diff 2 – promotes myeloid progenitor differentiation. ER-HoxA9 myeloid progenitors, lysozyme-GFP differentiation, flow cytometry. calls only at 10 µM. 360,000 compounds, 1% hits;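 active = normalized GFP-positive differentiation at or above the plate's own cutoff, the solvent-only control mean plus 3 SD; inconclusive = no clear call, values can overlap the other calls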;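 note: cells exposed to compound for four days before flow analysis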
# KOR beta-arrestin-2 – KOR agonists, beta-arrestin recruitment, primary screen, cell-based, luminescence, uHTS (AID 1777); KOR beta-arrestin recruitment, luminescence; higher % means a stronger effect; activation, % at 10 µM, or EC50 in µM where a hit was titrated; 280,000 compounds, 0.02% hits; in the data active = activation above about 50%, passing the limit was not always enough; note: a part of the inactive calls stands beside numbers as strong as those of hits
# NOD1 inhibition – NOD1 signaling inhibitors, primary screen, cell-based, luminescence, uHTS (AID 1578). inhibition, % at 4 µM, or EC50 in µM where a hit was titrated. NOD1-driven NF-kB luciferase reporter cells, luminescence; higher % means a stronger effect. 290,000 compounds, 1% hits; in the data active = inhibition mostly above about 36%, no sharp cut-off; inactive = mostly below about 34%;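 note: HEK-293T reporter cells stimulated with the NOD1 agonist gamma-tri-DAP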
# HEK293 NOD2/NF-kB – NOD2 signaling inhibitors, cell-based, luminescence, uHTS, HEK293 (AID 1566) | 290,000 compounds, 0.63% hits | HEK293 NOD2/NF-kB luciferase reporter, luminescence; higher % means a stronger effect | one-dose inhibition, % at 4 µM; EC50 in µM for titrated hits; note: many of its hits are not listed in these tables
# HIV peptide binding – inhibitors of HIV fusion peptide binding, primary screen, biochemical, uHTS, fluorescence dequenching (AID 1986); 290,000 compounds, 0.3% hits; inhibition, % at 20 µM, or IC50 in µM where a hit was titrated; cell-free peptide binding, fluorescence dequenching, 30 min; higher % means a stronger effect; in the data active = inhibition mostly above about 52%, no sharp cut-off; inactive = mostly below about 76%; note: some results filed as inactive read as strong as hits
# LYP phosphatase – PTPN22 lymphoid phosphatase activity blockers – biochemical, fluorescence intensity, uHTS (AID 1779) | recombinant LYP phosphatase, fluorescence intensity; higher % means a stronger effect | inhibition, % at 11.5 µM, or IC50 in µM where a hit was titrated | 290,000 compounds, 0.054% hits;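 note: plate controls were vehicle with enzyme for no effect and no enzyme for full effect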
# PhoP inhibition – PhoP-dependent GFP reporter repression – Salmonella Typhimurium, primary screen (AID 1863) | 300,000 compounds, 0.16% hits | one-dose inhibition, % at 50 µM; IC50 in µM for titrated hits | S. Typhimurium PhoP-regulated promoter GFP reporter, 4 h; higher % means a stronger effect;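 active = inhibition over 29.93%, a cutoff 3 SD above the screen mean, later confirmed by dose response; inconclusive = inhibition over 29.93% but no dose response follow-up; inactive = inhibition at most 29.93% or unconfirmed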;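 note: 0% = low Mg2+ inducing control and 100% = high Mg2+ repressing control; strong numbers were not always called active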
# SIAH1 antagonists – blockers of Siah-1 interaction with plectin peptide – biochemical, fluorescence polarization, rhodamine-plectin, uHTS, primary screen (AID 1817). Siah-1 / rhodamine-plectin peptide fluorescence polarization; higher % means a stronger effect. displacement, % at 20 µM; hits with a dose series show IC50 in µM. 290,000 compounds, 0.02% hits;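 active = displacement of at least 50% at 20 µM, with a fluorescence ratio check between 0.3 and a set limit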;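 note: plate controls were Siah plus tracer with DMSO for no effect and tracer alone without Siah for full effect; strong numbers were not always called active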
# Myeloid diff 2 GFP+ MAC1+ % – also measured in Myeloid diff 2; calls as there; GFP+ MAC1+ double positive, %; measured here: differentiation confirmed by MAC1 staining
# * = called active by the depositor; i = inactive; ? = inconclusive; / = no result given; + = active, no number; [ ] = dose if it differs, or a comment. Cut-off read from the data, not from the text of the source, unless noted: active = inhibition above about 50%; inactive = the rest. Not all compounds are listed, so the mix of outcomes need not match the whole.
# Each structure is followed by: KOR beta-arrestin-1 | Myeloid diff 2 | Myeloid diff 2 GFP+ MAC1+ % | KOR beta-arrestin-2 | NOD1 inhibition | HEK293 NOD2/NF-kB | HIV peptide binding | LYP phosphatase | PhoP inhibition | SIAH1 antagonists
- O=C(CSc1ccccn1)Nc1ccc2c(c1)OCO2
→ 11% | i | 0.5 | 0.2% | 1% | -5% | -0.7% | -5% | -8% | 4%
- CN(c1ccccc1)S(=O)(=O)c1ccc(Cl)c(C(=O)NC2=NCCS2)c1
→ -17% | i | 0.6 | 10% | 32% | -2% | 2.4% | -3% | 6% | -4%
- Cc1ccc(-c2noc(CSc3nc(N)cc(N)n3)n2)cc1
→ -18% | i | 1.5 | -2.3% | -31% | -43% | 0.8% | 0% | 11% | 2%
- CN(C)c1ccc(/C=N/n2c(COc3ccccc3)n[nH]c2=S)cc1
→ / | i | 0.8 | -1.6% | -2% | 22% | 0.9% | 2% | -7% | -7%
- COC(=O)c1ccc(C(=O)OC)c(NC(=O)CN2CCN(c3ccccc3)CC2)c1
→ 20% | i | 5.8 | -2.3% | 4% | 10% | -2.1% | 5% | 3% | 4%
- COc1ccc(NC(=O)CNC(=O)Cc2ccccc2)cc1
→ -32% | i | 0.9 | -1.2% | 10% | -10% | 0.5% | -12% | -1% | 0%
- Cc1cc(/C=C2\C(=N)N3N=C(CC(=O)N4CCOCC4)SC3=NC2=O)c(C)n1-c1ccccc1
→ -25% | i | 1.4 | 11% | -27% | 7% | 9.4% | 0% | -6% | 3%
- CCN(C(=O)c1ccc2c(SCC(=O)O)c3c(nc2c1)CCC3)c1cc(Cl)ccc1OC
→ -4% | i | 3.6 | -0.6% | -14% | 6% | -0.3% | -3% | 6% | 8%
- O=C(N/N=C/c1cc(Cl)c(O)c(Cl)c1)c1cc2c(ccc3ccccc32)o1
→ -32% | i | 0.3 | 11% | / | / | 61% | 1% | -9% | 30%
- COc1ccc(Cl)cc1NC(=O)C[n+]1ccccc1
→ -12%[20 µM] | i | 0.5 | -2.9% | -23% | -1% | 1.3% | -4% | 4% | 4%
- O=C(NC1CCCCCC1)c1cc(S(=O)(=O)N2CCCCC2)ccc1N1CCOCC1
→ -14% | i | 0.6 | 1.8% | -7% | 19% | -0.8% | 4% | 6% | -1%
- O=C(NC1CCCCC1)NC1CC2CCC(C1)N2C(=O)NC1CCCCC1 (stereo not given)
→ 8% | / | / | -1.9% | -7% | 2% | 19% | -10% | 13% | 3%
- CCC(=O)N1CCc2cc(S(=O)(=O)N3CCN(c4ccccc4Cl)CC3)ccc21
→ 8% | i | 2.1 | 4.5% | -11% | 27% | -0.6% | -9% | -8% | 5%
- Cc1cc(NCCO)c2cc(O)ccc2n1
→ 6% | i | 1.0 | 3.1% | -1% | -2% | 0.2% | -5% | -4% | -2%
- CO/N=C(/CS(=O)(=O)Cc1ccccc1Cl)c1ccc(Cl)cc1Cl
→ -16% | i | 0.7 | 2.1% | -27% | -16% | -0.9% | 5% | -3% | 1%
- CCc1cccc(NC(=O)c2ccc(CNc3c(N4CCCC4)c(=O)c3=O)cc2)c1
→ 1% | i | 2.0 | -2.1% | -5% | 24% | 0.2% | -2% | -7% | 3%
- CN(c1ccccc1)S(=O)(=O)c1cccc(NC(=O)CSc2nncn2C)c1
→ -11% | i | 0.2 | 0.1% | -16% | 23% | -0.7% | -1% | -3% | -1%
- COc1ccc(C(=O)C[n+]2cn(C(F)F)c3ccccc32)c(F)c1
→ -1% | i | 0.2 | 3.2% | -24% | -53% | 4.8% | -2% | -6% | 11%
- CCC(C)(C)c1ccc(OCCCC[n+]2ccc(C)cc2)c(C(C)(C)CC)c1
→ -22% | / | / | 4.3% | 44% | 30% | 4.1% | -15% | 67µM* | 5%
- Cn1c(-c2ccc3ccccc3n2)[n+](C)c2ccccc21
→ -6% | ? | / | 6.3% | 11% | -38% | -3.7% | -10% | -8% | -2%
- Clc1ccc(-c2nnc(C3CCCCC3)o2)cc1
→ 15% | i | 0.5 | 2.7% | 71%* | -60% | -3.6% | -1% | -1% | -3%
- CCNc1c([N+](=O)[O-])ncn1C
→ 16% | i | 0.7 | -1.8% | 1% | 13% | 0.3% | -9% | 4% | -2%
- COC(=O)CSc1nnc(-c2sc3ccccc3c2Cl)o1
→ -17% | i | 0.5 | -4.2% | / | / | -0.8% | -7% | -7% | -6%
- Cn1c(N)c(C(=O)/C=C/c2ccccc2)c(=O)[nH]c1=O
→ -10% | i | 0.7 | -1.6% | -3% | -25% | 0.8% | 0% | -9% | 4%
- CCOC(=O)c1c(-c2ccccc2)oc2ccc(OCC(=O)NN)cc12
→ 4%[20 µM] | + | 1.9* | -4.3% | -37% | -6% | 0.0% | -4% | -6% | 2%
- CCOC(=O)c1oc2cc(O)c(CC)cc2c(=O)c1-c1ccc2c(c1)OCCO2
→ 8% | i | 3.1 | -3.9% | -19% | 19% | -3.5% | 4% | -1% | 1%
- CCCCNC(=O)CC1N=C2c3ccccc3N=C(SCC(=O)Nc3cccc(OC)c3)N2C1=O (stereo not given)
→ -15% | i | 0.5 | 2.8% | -31% | 4% | 1.7% | 2% | -5% | 1%
- COC(=O)c1ccc(N2CCN(C(=O)c3ccccc3)CC2)c(NC(C)=O)c1
→ -10% | i | 0.0 | -1.3% | -61% | 8% | -1.3% | -4% | 2% | 17%
- Cc1[nH]c2ccccc2c1C(c1ccccn1)c1c(C)[nH]c2ccccc12
→ 16% | i | 4.0 | -2.8% | -35% | 7% | 18% | -2% | 5% | 0%
- COc1ccc(CCNC(=O)C2CCCN(S(C)(=O)=O)C2)cc1OC (stereo not given)
→ 11% | i | 7.8 | -1.3% | -10% | 2% | -1.0% | -7% | 1% | 0%
- Cc1cc(N2CCN(C)CC2)n2cc(-c3ccc(F)cc3)nc2n1
→ 9% | i | 1.1 | -3.2% | -14% | -13% | -1.8% | -9% | 6% | 7%
- COc1cc(N/C(N)=N/c2nc(C)cc(C)n2)c(OC)cc1Cl
→ -11%[20 µM] | i | 0.0 | / | -6% | 17% | 1.2% | -5% | / | 3%
- CCn1nc(NC(=O)c2cccs2)c2cc3ccccc3nc21
→ -46%[20 µM] | i | 0.1 | -2.4% | -30% | -3% | -2.5% | -1% | -5% | 2%
- COc1ccccc1Cn1cnc2cccnc21
→ -70% | i | 0.6 | 6.2% | 21% | 2% | -3.1% | -2% | 4% | -2%
- CN(CCCOc1ccccc1F)Cc1ccccc1
→ 20%[20 µM] | i | 0.0 | -2.6% | -8% | 5% | -1.1% | -7% | -2% | 13%
- CC(=O)Oc1ccc(NC(=O)Cc2ccccc2)cc1
→ 0% | i | 5.5 | -1.8% | -25% | -34% | 1.2% | -3% | 8% | -4%
- Oc1[nH]c2ccccc2c1C1=NCCCC1
→ 3% | / | / | -9.2% | 14% | 6% | 2.8% | -3% | 7% | 3%
- Cn1cccc1/C=N/N1CCN(Cc2ccccc2)CC1
→ 22% | i | 0.7 | 1.4% | -7% | 25% | -1.3% | -4% | 2% | 3%
- Cc1cccc(C(=O)NCCCNC(=O)c2ccco2)c1
→ -10% | i | 0.6 | 0.0% | -34% | 6% | -1.2% | -7% | 3% | 6%
- COC(=O)c1ccc(NC(=O)CSc2nnc(-c3ccncc3)n2C)cc1
→ -7% | i | 0.7 | -2.5% | 12% | -6% | -2.8% | -6% | 0% | 1%
- Cc1ccc(-c2ccc(/C=C(\C#N)C(N)=S)o2)c([N+](=O)[O-])c1
→ -23% | i | 0.1 | -3.1% | -49% | -4% | 16% | 4% | 8% | -7%
- CCOC(=O)c1sc(C)c2c1NC(c1ccc(N(C)C)cc1)NC2=O (stereo not given)
→ -36% | i | 0.7 | 0.7% | -8% | 4% | 0.2% | 2% | -4% | 1%
- Cc1cccc(NC(=O)/C(C#N)=C/c2ccc(F)cc2)n1
→ 3% | i | 0.5 | -4.4% | 6% | 8% | 0.8% | -10% | / | 2%
- CC(C)C(NC(=O)c1ccco1)C(=O)NCc1ccc(C(=O)O)cc1 (stereo not given)
→ -17% | i | 0.8 | 1.1% | -23% | 1% | -0.9% | 2% | 7% | 1%
- CCn1c(=O)c2cc(C(=O)N3CCN(C)CC3)sc2c2ccccc21
→ -18% | i | 2.2 | 2.6% | -7% | -10% | 0.6% | -10% | 1% | 1%
- O=C(Nc1ccc(Oc2ncnc3cc(Cl)ccc23)nc1)c1cccs1
→ -19% | i | 0.8 | 3.1% | -8% | 5% | 1.9% | -5% | -5% | 29%
- Nc1ccccc1C(=O)NNc1c2ccccc2nc2ccccc12
→ 28% | i | 1.2 | -3.1% | -4% | 25% | -6.1% | -8% | 10% | -3%
- COc1nc(N(C)C)nc(N(C#N)S(=O)(=O)c2ccc(C)cc2)n1
→ -47%[20 µM] | i | 0.5 | 0.9% | -26% | 14% | -1.9% | -5% | -4% | 3%
- CCOC(=O)c1sc(N(Cc2ccccc2)C(=O)CCl)nc1C
→ 14% | i | 1.3 | -3.4% | 29%* | 31% | -0.7% | -1% | 1% | -1%
- OC(COc1ccc(OCC(O)CN2CCCCC2)cc1)CN1CCCCC1 (stereo not given)
→ -49%[20 µM] | i | 0.3 | 3.5% | 7% | 13% | 0.0% | -5% | 1% | -3%
- Cc1onc(-c2ccccc2)c1C(=O)NNC(=S)NC(=O)c1ccc(F)cc1
→ 11% | i | 0.1 | -0.3% | 6% | 12% | 12% | 2% | 0% | -8%
- CCc1ccc(C(CC(=O)c2ccc(Cl)cc2)C(=O)O)cc1 (stereo not given)
→ -1% | i | 2.6 | -2.2% | 9% | 16% | 3.3% | -5% | 3% | -3%
- COc1ccc(/C=N/NC(=O)CN2CCCc3ccccc32)c(OC)c1
→ 10% | i | 0.9 | 3.2% | 1% | 10% | -1.2% | 1% | -5% | 4%
- CCOC(=O)c1cnc2c(OC)cccc2c1N1CCN(c2ccccn2)CC1
→ 14% | i | 0.3 | 0.5% | -20% | 3% | -1.8% | -2% | 3% | 8%
- C/C(=C\C(=O)c1ccc(C)o1)Nc1ccc(C(=O)O)cc1C
→ 20% | i | 0.8 | -2.3% | -10% | -45% | 3.0% | 3% | -6% | 3%
- COc1ccc(C2CC(C(F)(F)F)n3nc(C(=O)NCc4c(C)nn(C)c4C)c(Cl)c3N2)cc1 (stereo not given)
→ -83% | i | 2.3 | 4.4% | 41% | 30% | -1.8% | 5% | 11% | -2%
- CC1CCCN(Cc2nc3c(c(=O)n(C)c(=O)n3C)n2CC(N)=O)C1 (stereo not given)
→ / | i | 0.6 | / | -3% | 2% | 2.4% | -6% | -2% | -1%
- O=C1C2C3c4ccccc4C(c4ccccc43)[C@@H]2C(=O)N1c1ccccn1 (stereo not given in full)
→ -37% | i | 0.4 | 3.1% | -4% | -3% | -1.0% | -6% | -10% | -4%
- Cc1ccc(C(=O)OCC(=O)Nc2ccccc2C(F)(F)F)cc1S(=O)(=O)N1CCOCC1
→ 15% | i | 0.6 | 3.9% | -5% | 1% | 1.4% | -4% | 4% | 1%
- O=C(N/N=C/c1ccc(Br)o1)c1cc([N+](=O)[O-])cc([N+](=O)[O-])c1
→ 1%[20 µM] | i | 0.6 | / | 24% | 4% | -0.7% | 2% | -9% | 0%

# Screening results from PubChem BioAssay.
